High-throughput results (PubChem BioAssay)
Lipid storage S3: qHTS Assay for Lipid Storage Modulators in Drosophila S3 Cells; Drosophila S3 cells, BODIPY lipid droplet fluorescence, 18-24 h; cells fed with added oleic acid; Potency in µM for hits, for the others lipid storage change, negative = inhibition, % at the top dose, mostly 46.1 µM; hit rate 0.64% among 320,000; active = well fitted inhibition curve with a large enough effect in the signal ratio, with a control signal flat, not every such curve was filed as active; inconclusive = small, poorly fitted or top-dose-only effect, or effect the other way, or a change in a side signal; the % refers to the signal ratio
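Drosophila S3 cells got compounds at several concentrations plus oleic acid (400 uM solution). Laser-scanning cytometry with 488 nm excitation read lipid droplets at 500-530 nm and cells at 575-640 nm. Percent activity was relative to 20 uM Triacsin C.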
Lipid storage S3 cell count max: also measured in Lipid storage S3; calls as there; cell number change, %; measured here: cell count max response;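 cells counted by Cell Tracker Red CMTPX staining in the red channel; peak over a dose series mostly up to 46.1 µM; percent activity relative to internal control wells on each plate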
An asterisk follows results filed as active; i = inactive; ? = inconclusive; · = not tested or not shown; [ ] = another dose, or the depositor's remark. % is set by controls: 0 for no effect and ±100 for the full control effect; potency is the fitted concentration of half-maximal effect. This is a subset (hit frequency here may not be typical).

SMILES	Lipid storage S3	Lipid storage S3 cell count max
Cc1cc(-c2ccc(C)c(S(=O)(=O)Nc3ccc(S(N)(=O)=O)cc3)c2)on1	6%	-3
CC(C)Oc1ccc(S(=O)(=O)N2CCOCC2)cc1NC(=O)C1CCCCC1	15%	17
NC(=O)C1CCN(CCC(=O)Nc2cccc(Cl)c2)CC1	?	·
COC(=O)c1cccc(C23CC4(C2)[C@H](CN(CC2CCCCC2)[C@@H]4c2ccccc2)C3c2ccccc2)c1 (stereo partly drawn)	?	·
O=C(CSc1nnc(-c2ccccn2)o1)Nc1ccccc1Cl	?	·
CCSc1nc(N)c(NC(=O)c2ccc(Br)o2)c(=O)[nH]1	i	5
CCn1c(CNC(=O)c2cccc(C)c2)nnc1SCC(=O)Nc1cccc(OC)c1	-20%	16
CC(=O)c1ccc(N(CC(=O)NCc2ccc3c(c2)OCO3)C(=O)c2csnn2)cc1	?	·
COc1ccc2c3c([nH]c2c1)C(C)N(C(C)=O)CC3 (stereo not drawn)	6%	-8
Cc1ccnc2nc(C(=O)OCC(=O)NC(=O)NCc3ccco3)nn12	?	·
COc1cc2c(cc1NC(=O)C(C)N1CCN(S(=O)(=O)c3ccc(C)c(C)c3)CC1)oc1ccccc12 (stereo not drawn)	3%	14
O=C(Nc1ccccc1N1CCN(C(=O)c2ccc(Cl)cc2)CC1)c1ccc(Br)cc1	?	·
C=CCN=c1scc(-c2ccccc2)n1/N=C/c1ccccn1	?	·
CCCSc1nsc(NC(=O)Nc2ccc(F)cc2F)n1	?	·
COC(=O)C1=C(O)C(C(=O)OC)C(c2ccc(C)cc2)C(C#N)(C#N)C1c1ccc(C)cc1 (stereo not drawn)	?	·
N#Cc1c(-c2ccc3c(c2)OCO3)cc[nH]c1=O	14%	17
Cc1c(NC(=O)C(C)c2ccc(CC(C)C)cc2)c(=O)n(-c2ccccc2)n1C (stereo not drawn)	i	·
COc1cc2c(c(O)c1OC)-c1c(cc(OC)c(OC)c1O)[C@@H](OC(=O)c1ccccc1)[C@@](C)(O)[C@@H](C)[C@@H]2OC(C)=O	?	·
CCCCC1=CC2=CC(=O)C(C)(OC(=O)CC)C(=O)C2=CN1C1CCCCC1 (stereo not drawn)	0%	7
COc1nnc(-c2ccc(C)c(S(=O)(=O)N(C)C)c2)c2ccccc12	?	·
COCCCN(C(=O)c1cc2c(s1)CCC2)c1c(N)n(Cc2ccccc2)c(=O)[nH]c1=O	12%	·
Cc1ccc(S(=O)(=O)NNC(=O)NC23CC4CC(CC(C4)C2)C3)cc1	?	·
O=C(Nc1cccc(-n2cnnn2)c1)C1CCCN(Cc2cccc(C(F)(F)F)c2)C1 (stereo not drawn)	i	-24
CCN(CC)C(=O)CSc1nc(C)cc(C)c1C#N	-12%	·

13 entries from above, ordered by count of non-hydrogen atoms, low to high:
SMILES	Lipid storage S3	Lipid storage S3 cell count max
N#Cc1c(-c2ccc3c(c2)OCO3)cc[nH]c1=O	14%	17
CCN(CC)C(=O)CSc1nc(C)cc(C)c1C#N	-12%	·
CCCSc1nsc(NC(=O)Nc2ccc(F)cc2F)n1	?	·
C=CCN=c1scc(-c2ccccc2)n1/N=C/c1ccccn1	?	·
COc1nnc(-c2ccc(C)c(S(=O)(=O)N(C)C)c2)c2ccccc12	?	·
Cc1ccnc2nc(C(=O)OCC(=O)NC(=O)NCc3ccco3)nn12	?	·
CCCCC1=CC2=CC(=O)C(C)(OC(=O)CC)C(=O)C2=CN1C1CCCCC1 (stereo not drawn)	0%	7
Cc1c(NC(=O)C(C)c2ccc(CC(C)C)cc2)c(=O)n(-c2ccccc2)n1C (stereo not drawn)	i	·
O=C(Nc1ccccc1N1CCN(C(=O)c2ccc(Cl)cc2)CC1)c1ccc(Br)cc1	?	·
COCCCN(C(=O)c1cc2c(s1)CCC2)c1c(N)n(Cc2ccccc2)c(=O)[nH]c1=O	12%	·
COC(=O)C1=C(O)C(C(=O)OC)C(c2ccc(C)cc2)C(C#N)(C#N)C1c1ccc(C)cc1 (stereo not drawn)	?	·
COc1cc2c(cc1NC(=O)C(C)N1CCN(S(=O)(=O)c3ccc(C)c(C)c3)CC1)oc1ccccc12 (stereo not drawn)	3%	14
COc1cc2c(c(O)c1OC)-c1c(cc(OC)c(OC)c1O)[C@@H](OC(=O)c1ccccc1)[C@@](C)(O)[C@@H](C)[C@@H]2OC(C)=O	?	·

Next compounds
SMILES	Lipid storage S3	Lipid storage S3 cell count max
C=CCOc1cccc(CNc2ccc3[nH]c(=O)[nH]c3c2)c1	?	·
Cc1ccc(NC(=S)N(CCN(C)C)C(C)c2ccco2)c(C)c1 (stereo not drawn)	10%	·
CS(=O)(=O)N(CC(=O)N1CCCC1)Cc1ccc(Cl)cc1	11%	8
CCC(=O)N1CCc2cc(S(=O)(=O)CCC(=O)Nc3nc(C)cs3)ccc21	-2%	6
CCOC(=O)c1cc(-c2ccccc2)sc1NC(=O)C(C)OC(=O)c1cccc(S(=O)(=O)N(C)C)c1 (stereo not drawn)	26%	23
O=C(O)CCN1CCOCC1	?	·
CCCCC(=O)Nc1ccc2c(c1)nc(CCNC(=O)c1ccco1)n2C	i	10
Oc1ccc(/C=N/Nc2nc(N3CCCC3)nc(N3CCCC3)n2)cc1O	?	·
Cc1cc(C(=O)Nc2c[nH]c(=O)[nH]c2=O)ccc1[N+](=O)[O-]	?	·
COc1ccc(/C=C/C(=O)OCC(=O)N(C)c2c(N)n(Cc3ccccc3)c(=O)[nH]c2=O)cc1OC	?	·
COc1cccc(C(=O)Nc2cccc(NC(C)=O)c2)c1	13%	-21
O=C(NCC1CCCO1)[C@@H]1CSC2c3ccccc3C(=O)N21 (stereo partly drawn)	3%	-11
CC(C)n1cnc2cc(NCc3ccccc3O)ccc21	3%	-21
OC(CN1CCOCC1)c1ccc(F)cc1 (stereo not drawn)	?	·
Cc1ccc(NC(=O)COC(=O)c2ccc(=O)n(Cc3ccccc3)n2)cc1F	?	·
CCc1ccccc1NC(=S)N(Cc1ccc(OC)cc1)CC1CCC(C(=O)O)CC1 (stereo not drawn)	-7%	-14
CCCOC(=O)Nc1c(C)cccc1C(C)C	18%	0
O=C(COc1ccc2ccccc2c1)NNC(=O)[C@@H]1CCCC[C@@H]1C(=O)O	?	·
COc1cc(/C=C/C(=O)O)cc(S(=O)(=O)NCc2ccc3c(c2)OCO3)c1OC	-13%	-3
Cc1ccc(C)c(Sc2ccc(NC(=O)CCN3C(=O)NC4(CCCC4)C3=O)cc2)c1	?	·
Cc1ccc(S(=O)(=O)N(C)C)cc1NC(=O)c1ccccc1Br	?	·
CCCc1cc(=O)[nH]c2nnc(SCC(=O)Nc3ccc4c(c3)OCCO4)n12	-25%[0.0737 µM]	·
COc1ccc(CCNC(=O)Cc2cc(=O)[nH]c(=O)[nH]2)cc1OC	-1%	25
Cc1ccc(CNC(=O)CSc2nc3ccccc3c(=O)n2CCCO)cc1	?	·
C/C(=N\NC(=O)c1nnn(-c2nonc2N)c1C)c1ccc(OCc2ccccc2)cc1	i	1
O=C(N/N=C/c1ccc(O)c(O)c1O)/C(=C/c1ccc([N+](=O)[O-])cc1)NC(=O)c1ccccc1	?	·
CC(C)(C)NC(=O)COc1ccc(CNCCc2ccccc2)cc1	?	·
CSc1nsc(SCC(=O)Nc2ccc(O)c(C(=O)O)c2)n1	?	·
CC(=O)Nc1ccc(S(=O)(=O)Nc2ccccc2C(=O)NCc2cccnc2)cc1	?	·
CC1CCN(C(=O)COc2ncnc3ccccc23)CC1	?	·
Cc1cc(NC(=O)CSc2nnc(C)c(=O)[nH]2)no1	-1%	11
O=C1C(=O)N(Cc2ccccc2)C(=O)N1CCOc1ccccc1	10%	23
O=C(NCCc1ccccn1)c1ccc(OC2CCN(Cc3ccccn3)CC2)cc1	?	·
CCN(CC)c1ccc(C(=O)N/N=C(\C)c2ccc(O)cc2)cc1	?	·
COc1ccc2nc3oc(C(=O)N4CCN(c5cccc(C(F)(F)F)c5)CC4)cc3cc2c1	?	·
CCc1ccc(OCC(=O)N/N=C/c2ccc(OS(=O)(=O)c3ccc(C)cc3)c(OC)c2)cc1	-2%	-3

Part of the list above, in CSV form.
SMILES,Lipid storage S3,Lipid storage S3 cell count max
CC(C)(C)NC(=O)COc1ccc(CNCCc2ccccc2)cc1,?,·
CSc1nsc(SCC(=O)Nc2ccc(O)c(C(=O)O)c2)n1,?,·
CC(=O)Nc1ccc(S(=O)(=O)Nc2ccccc2C(=O)NCc2cccnc2)cc1,?,·

The list continues.
SMILES	Lipid storage S3	Lipid storage S3 cell count max
CCOc1ccc(NC(=O)CN2CCN(c3ccccc3C)CC2)cc1S(=O)(=O)N1CCCC1	0%	-17
Cc1ccc(S(=O)(=O)N(C)C)cc1NC(=O)COC(=O)/C=C/c1ccc2c(c1)OCO2	-7%	3
Cc1ccc(NC(=O)C2CC(=O)N(CCc3ccccc3)C2)cc1Cl (stereo not drawn)	2%	-2
Cc1ccc(/C=C/C2=NN(Cc3ccccc3)C(=O)CC2)cc1	?	·
Cc1ccccc1C(=O)Oc1ccc2ccc(O)cc2c1	i	-24
COc1ccc(CCn2c(=O)[nH]c3cc(C(=O)NCCc4ccccc4)ccc3c2=O)cc1OC	?	·
Cc1ccc(C)c(S(=O)(=O)NCCCn2ccnc2)c1	?	·
Cc1cc(C)c(NC(=O)CSc2nc3ccccc3c(=O)n2CCCN2CCOCC2)c(C)c1	?	·
COc1ccccc1N1CCN(C(=O)c2cc(-c3ccc(C)cc3)on2)CC1	?	·
Cc1ccc(C(=O)NCC(=O)OCc2nnc(-c3ccc([N+](=O)[O-])cc3)o2)s1	i	-2
COCC1CCN(C(=O)CC2C(=O)NCCN2Cc2cccc(Oc3ccccc3)c2)CC1 (stereo not drawn)	-6%	12
O=C(NNC(=O)c1ccccc1Br)c1ccc(Cl)c(Cl)c1	-3%	4
Cc1csc(NC(=O)CSc2nc(C)cs2)n1	i	-1
Cc1ccc(C(=O)NC2CCCc3ccccc32)cc1[N+](=O)[O-] (stereo not drawn)	?	·
COc1cccc(C2SCC(=O)N2c2ccc(Br)cc2)c1OC (stereo not drawn)	-15%	·
CCC(=O)c1ccc(N2CCN(C(=O)COc3ccccc3F)CC2)c(F)c1	?	·
CC(=O)C1C(c2cccc([N+](=O)[O-])c2)C2C(C)=NN=C2CC1(C)O (stereo not drawn)	?	·
Cc1ccc(NC(=O)C(C)N2C(=O)C3C4CC(C(Br)C4Br)C3C2=O)cc1 (stereo not drawn)	?	·
CCCSc1nc(N2CCOCC2)c2c(c1C#N)CCCC2	20%	1
O=C1Nc2ccccc2C(O)(C(=O)NCc2ccco2)N1c1ccccc1 (stereo not drawn)	?	·
CS(=O)(=O)N1CCN(c2ccccc2NC(=O)c2cc3ccccc3o2)CC1	i	16
CCOc1cc(NC(=O)C2CC2)c(OCC)cc1NC(=O)c1cccc(F)c1	?	·
Cn1ccsc1=NC(=O)c1ccc(Cl)c([N+](=O)[O-])c1	?	·
COc1ccc(CCNC(=O)Nc2ccc3c(c2)OCO3)cc1OC	?	·
CCN1CCCC1CNC(=O)c1ccc2c(c1)N(Cc1ccccc1F)C(=O)c1ccccc1S2(=O)=O (stereo not drawn)	?	·
CCCCn1c(NS(=O)(=O)c2ccc(C)cc2)c(S(=O)(=O)c2ccccc2)c2nc3ccccc3nc21	6%	-1
C=CCN(Cc1cccc(OC)c1OC)C(=O)Oc1ccccc1	20%	7
COc1ccc(C(O)C(CN2CCOCC2)c2ccccc2)cc1 (stereo not drawn)	5%	1
CC(C)[C@H](NC(=O)C1CCN(S(=O)(=O)c2ccc(F)cc2)CC1)C(=O)NCc1ccco1	24%	-1
O=C(CN1C(=O)C2(OCCO2)c2ccccc21)c1ccc(Cl)cc1	4%	1
Cc1nn(Cc2ccc(Cl)cc2)c(C)c1NC(=O)CSc1n[nH]c(C)c1[N+](=O)[O-]	?	·
CCCCn1c(N)c(N(CCOC)C(=O)c2cc(Cl)nc3ccccc23)c(=O)[nH]c1=O	6%	2
O=C(O)c1ccc(N/N=C/c2cc3c(cc2[N+](=O)[O-])OCO3)cc1	i	·
Cc1ccc(-c2nc3cc(C)ccc3o2)cc1	i	-28
O=C(NCc1ccccc1F)c1ccc2c(c1)OCCO2	?	·
CC(NC(=O)C1CCN(S(=O)(=O)c2ccc3nc4c(c(C(=O)O)c3c2)CCCC4)CC1)c1ccccc1 (stereo not drawn)	?	·
O=C(COc1ccc(S(=O)(=O)N2CCCCC2)cc1)NCc1ccncc1	?	·
C#CCOCCOCCOCCNc1nc(N2CCN(C(=O)Cn3cc(CC(C)O)nn3)CC2)nc(N2CCN(C(=O)Cn3cc(CC(C)O)nn3)CC2)n1 (stereo not drawn)	?	·
CCN(c1ccccc1)S(=O)(=O)c1ccc(C(=O)NCC2(N(C)C)CCCCC2)cc1	17%	11
Oc1ccc(Br)cc1/C=N/Nc1nc(N2CCCCC2)nc(N2CCOCC2)n1	10%	9
CCc1nn(CC(=O)NCc2ccccc2Cl)c(=O)c2cccn12	i	5
O=C(Nc1ccccc1)/C(=C/c1ccc([N+](=O)[O-])cc1)NC(=O)c1ccccc1	2%	-11
Cc1cccc(N(C)S(=O)(=O)c2cccc3nsnc23)c1	?	·
CCC(=O)Nc1ccc2c(c1)nc(CCNC(=O)c1ccco1)n2C	-12%	21
CC(=O)c1c(C)[nH]c(C(=O)OCc2ccc(Br)cc2)c1C	?	·
CCCCCN(C(=O)NC(=O)NC(C)CC)S(C)(=O)=O (stereo not drawn)	?	·
Cc1cc2c(c(=O)n1CCCn1ccnc1)C(c1ccco1)C(C#N)=C(N)O2 (stereo not drawn)	?	·
Cc1nn(CCc2n[nH]c(=S)n2-c2cccc(Cl)c2)c(C)c1[N+](=O)[O-]	i	·
Cc1ccc2c(c1)C1CN(C)CCC1N2C(=O)c1ccc(Cl)c(S(=O)(=O)N2CCOCC2)c1 (stereo not drawn)	?	·
COCCN1CN(S(=O)(=O)c2ccccc2)c2nc3ccccc3nc21	?	·
